A3G deaminase = APOBEC3G DNA deaminase inhibitors, primary screen, biochemical, fluorescence, single-stranded DNA substrate, uHTS. recombinant A3G, ssDNA deamination FAM/TAMRA fluorescence. inhibition, % at 20 µM. 0.28% of 330,000 active;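 active means inhibition of at least 40% at 20 µM, with no more than 30% in the related APOBEC3A deaminase screen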;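 further: plate controls were DMSO wells with A3G for no effect and wells lacking A3G enzyme for full effect; some compounds called inactive have numbers as strong as hits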
Apaf1 inhib = inhibitors of human Apaf-1 apoptosome, primary screen, biochemical, DEVD-Rh110 fluorescence, uHTS; Apoptotic protease-activating factor 1 (Homo sapiens), O14727; reconstituted apoptosome caspase-3 activity; inhibition, % at 20 µM; 0.71% of 330,000 active; active means inhibition of at least 40% at 20 µM;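 further: plate controls were DMSO wells for no effect and DEVD-CHO caspase inhibitor wells for full effect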
Target sequence (O14727 whole entry, looked up): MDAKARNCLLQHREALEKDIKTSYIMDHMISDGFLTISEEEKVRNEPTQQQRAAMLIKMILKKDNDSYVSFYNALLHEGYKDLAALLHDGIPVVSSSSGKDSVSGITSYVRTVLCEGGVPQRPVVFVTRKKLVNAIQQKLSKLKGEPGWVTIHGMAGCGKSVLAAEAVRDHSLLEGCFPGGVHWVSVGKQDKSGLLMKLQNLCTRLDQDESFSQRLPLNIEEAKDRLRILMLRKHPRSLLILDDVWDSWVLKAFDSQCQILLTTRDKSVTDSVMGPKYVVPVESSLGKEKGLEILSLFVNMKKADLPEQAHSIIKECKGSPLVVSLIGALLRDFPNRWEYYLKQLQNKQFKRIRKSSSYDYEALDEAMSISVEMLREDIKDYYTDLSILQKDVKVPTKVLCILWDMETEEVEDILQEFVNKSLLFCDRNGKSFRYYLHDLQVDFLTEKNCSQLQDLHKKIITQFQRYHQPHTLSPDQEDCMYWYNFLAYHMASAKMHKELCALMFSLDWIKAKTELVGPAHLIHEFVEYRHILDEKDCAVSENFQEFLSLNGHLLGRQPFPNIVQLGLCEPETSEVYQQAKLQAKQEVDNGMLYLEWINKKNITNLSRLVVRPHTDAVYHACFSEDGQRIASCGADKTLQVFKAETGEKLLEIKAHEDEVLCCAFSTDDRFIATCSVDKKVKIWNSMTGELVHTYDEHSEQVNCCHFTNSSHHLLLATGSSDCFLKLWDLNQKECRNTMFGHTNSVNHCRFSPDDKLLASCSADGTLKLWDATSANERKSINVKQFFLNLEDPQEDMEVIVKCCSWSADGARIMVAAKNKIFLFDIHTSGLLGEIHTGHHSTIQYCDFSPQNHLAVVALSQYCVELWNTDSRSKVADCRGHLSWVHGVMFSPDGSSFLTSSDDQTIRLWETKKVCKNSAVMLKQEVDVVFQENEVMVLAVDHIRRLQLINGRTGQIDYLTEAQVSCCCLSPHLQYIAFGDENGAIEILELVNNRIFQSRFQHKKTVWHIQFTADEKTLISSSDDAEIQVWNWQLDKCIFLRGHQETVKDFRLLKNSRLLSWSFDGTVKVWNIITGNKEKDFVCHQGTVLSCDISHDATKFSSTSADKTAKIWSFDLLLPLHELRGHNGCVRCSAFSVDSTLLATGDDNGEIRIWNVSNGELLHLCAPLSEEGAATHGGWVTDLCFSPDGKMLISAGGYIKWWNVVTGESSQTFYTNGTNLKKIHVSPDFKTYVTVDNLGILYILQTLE
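Material: reconstituted apoptosome with Apaf-1, cytochrome c, caspase-9, procaspase-3, dATP; medium: pH 7.5 Hepes buffer with CHAPS, BSA, DTT; also added: cytochrome c and DEVD-Rh110 substrate; timing: 30 min plus 50 min, RT; signal: Rh110 fluorescence intensity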
SENP8 block-1 = human SENP8 protease inhibitors, primary screen, biochemical, fluorescence, Nedd8 protein substrate, uHTS; Sentrin-specific protease 8 (Homo sapiens), Q96LD8; recombinant SENP8; inhibition, % at 20 µM; 0.64% of 360,000 active; AID 602440, 2012; in the data active means inhibition mostly above about 40%, no sharp cut-off; inactive means mostly below about 27%
SENP7 inh = SENP7 protease inhibitors, primary screen, biochemical, luminescence, uHTS; recombinant SENP7, Z-RLRGG-aminoluciferin luminescence, 40 min; inhibition, % at 5 µM; 1.5% of 330,000 active;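 active means inhibition above about 50% at the single test dose, limit read from the data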;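 further: plate controls were DMSO with enzyme for no effect and no enzyme buffer wells for full effect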
SENP1 FRET inh = human SENP1 catalytic domain inhibitors, primary screen, biochemical, FRET, uHTS | 0.21% of 360,000 active | Sentrin-specific protease 1 (Homo sapiens), Q9P0U3 | inhibition, % at 10 µM | recombinant SENP1 catalytic domain, CyPet-SUMO1-YPet FRET cleavage | AID 624204, 2012;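 active means inhibition at least 30% at 10 µM, raw YFP signal under a set limit, fluorescence ratio 0.5 to 1.5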;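 further: 0% = enzyme with DMSO and 100% = no enzyme wells; some results filed as inactive read as strong as hits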
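Material – human SENP1 catalytic domain · Input – SENP1 enzyme, 20 pM final · Compound dosing – single concentration of 10 µM compound, 0.5% DMSO final · Timing – enzyme reaction for 50 min at room temperature, dark · Measured by – FRET fluorescence in CFP and YFP emission channels · Control set – no-enzyme wells low, DMSO-plus-enzyme wells high control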
UBC13 inh = UBC13 polyubiquitin chain formation inhibitors, primary screen, biochemical, TR-FRET, uHTS. Ubiquitin-conjugating enzyme E2 N (Homo sapiens), P61088. 0.47% of 330,000 active. inhibition, % at 20 µM. AID 485273, 2010; in the data active means inhibition above about 45%, passing the limit was not always enough
SENP6 inh = SENP6 protease inhibitors, primary screen, biochemical, luminescence, uHTS; Sentrin-specific protease 6 (Homo sapiens), Q9GZR1; Recombinant SENP6 catalytic domain, aminoluciferin luminescence; inhibition, % at 10 µM; 1.8% of 330,000 active;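 active means inhibition above about 50% at the single tested dose, limit read from the data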;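 further: plate controls were DMSO wells with enzyme for no effect and DMSO wells lacking enzyme for full effect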
SENP8 block-2 = SENP8 protease inhibitors, primary screen, biochemical, luminescence. AID 2540, 2010. purified SENP8, Z-RLRGG-aminoluciferin cleavage. inhibition, % at 10 µM. Sentrin-specific protease 8 (Homo sapiens), Q96LD8. 1.2% of 330,000 active; in the data active means inhibition above about 50%
The depositor's hits bear a star; . = not tested or not shown.

SMILES	A3G deaminase	Apaf1 inhib	SENP8 block-1	SENP7 inh	SENP1 FRET inh	UBC13 inh	SENP6 inh	SENP8 block-2
O=C(CCCCCNc1nc(=S)[nH]c2ccccc12)N1CCN(c2ccccn2)CC1	-5.0	11.0	-1.0	4.0	2.8	-0.2	-4.1	1.8
CC(NC(=O)c1cc(S(=O)(=O)N2CCCC2)ccc1Cl)c1ccccn1 (stereo unspecified)	-9.2	4.6	-3.4	-4.2	0.8	-5.4	-22.8	-8.0
Oc1cccc(Nc2ccccc2)c1	-7.4	-2.1	-4.6	0.3	1.3	1.7	-19.2	-4.7
O=C(Nc1ccccn1)C(=O)N1CCCCC1	4.5	-1.3	15.2	-4.7	1.4	-5.4	-17.0	-10.1
C/C(CC(=O)Nc1ccccn1)=N\NC(=O)c1ccc(C)cc1	-4.7	1.2	19.7	-7.7	0.7	8.1	-5.8	-7.5
CN(C)c1ccc(NC(=O)CSc2nnc(-c3cnccn3)n2C)cc1	-2.9	2.5	-1.9	-9.8	1.4	-1.1	-12.1	-9.1
CCc1cccc2c(C(=O)COC(=O)C3=NNC(=O)CC3)c[nH]c12	-6.2	-15.4	5.8	-8.1	-2.5	6.9	-17.2	-6.1
Cc1onc(-c2ccccc2)c1C(=O)N1CCC(CO)(Cc2ccccc2)CC1	9.0	12.6	17.7	3.4	-0.1	-3.6	-4.7	-4.3
Oc1c(I)cc(I)c2cccnc12	-4.8	-36.0	29.7	4.2	5.1	-41.6	7.5	2.9
COc1ccccc1COCC(O)CN(Cc1ccco1)Cc1ccccc1O (stereo unspecified)	-9.4	11.1	8.7	-6.3	1.7	11.9	-5.4	-8.0
c1ccc(-c2cc3ccccc3[nH]2)cc1	-4.3	4.4	-388.5	21.5	4.6	-1.6	38.6	30.3
CC(C)(C)NC(=O)C(Cc1ccccc1)NS(=O)(=O)c1ccc2c(c1)CCC(=O)N2 (stereo unspecified)	-4.2	-4.2	10.4	-0.7	1.6	-10.2	-0.3	-9.8
CCOc1ccccc1NC(=O)c1cnc(NS(=O)(=O)c2ccccc2)nc1	-11.2	2.0	4.1	-0.7	0.2	4.0	-14.6	15.6
O=C(O)c1ccc(N=Nc2c(O)[nH]c3ccccc23)cc1	-3.1	4.2	16.5	99.6*	-25.3	-27.1	99.3*	97.3*
Cc1cc(C)c2c(c1)/C(=N/NC(=O)c1cc(C)oc1C)CCC2	1.8	4.5	6.7	2.6	2.1	0.0	-5.4	-2.3
CC(=O)/C(C(=N)N1CCN(Cc2ccccc2)CC1)=C(\C)O	-2.9	-0.8	-4.9	8.6	-9.9	0.0	-29.2	9.8
COc1cc(/C=N/NC(=O)Cc2nnc(NC(=O)c3ccccc3)s2)ccc1O	-7.1	-2.5	7.0	-1.3	-6.0	0.4	0.7	1.3
CC1CCN(c2ccc(S(=O)(=O)Nc3cc(C(=O)O)cc(C(=O)O)c3)cc2[N+](=O)[O-])CC1	9.0	-1.1	.	4.3	.	-7.7	5.3	-1.3
CCN(C(=O)COC(=O)/C(C#N)=C/c1ccc(OC)cc1)C1CCS(=O)(=O)C1 (stereo unspecified)	-3.4	1.0	2.4	-0.4	-1.4	-15.0	-3.7	3.6
Cc1c(Cl)cccc1NC(=O)N1CCCC1	-4.7	-7.8	14.5	2.0	1.5	8.8	-2.8	-6.1
COc1ccc(/C=N/NC(=O)CCCOc2ccc(Cl)cc2Cl)cc1[N+](=O)[O-]	-0.8	17.7	11.5	0.2	0.3	21.8	-22.3	-7.8
CCOC(=O)N1CCN(c2c(NCCN3CCN(Cc4ccccc4)CC3)c(=O)c2=O)CC1	-2.7	10.4	-9.7	-0.2	0.7	-2.3	3.7	9.4
CCCc1cc(=O)[nH]c(Nc2ccc(N3CCCCC3)cc2)n1	-10.1	6.7	0.7	4.2	1.9	3.7	3.4	5.5
O=C(NCc1ccccc1)c1ccc(Cl)c(S(=O)(=O)N2CCCC2)c1	-2.7	-1.0	25.2	-12.3	-0.5	6.0	-6.3	10.1
Cc1cc2cc3c(cc2nc1SCC(=O)N1CCCC1)OCCO3	-2.3	5.9	-32.2	5.6	-3.7	-2.5	-7.2	13.2
COc1ccc(CNC(=O)COc2ccc(S(=O)(=O)N3CCCCC3)cc2Cl)cc1	-0.8	24.7	9.8	-6.1	2.4	0.6	5.4	-0.8
Cc1cc(C)cc(C(=O)NCC(=O)N2CCC3(CC2)NCCc2[nH]cnc23)c1	-4.3	-13.3	3.0	6.0	1.2	13.0	-15.0	-5.7
CCN1CCN(C(=O)CSc2cc(=O)n(CC)c3ccccc23)CC1	0.6	2.5	-16.8	-1.5	-1.0	46.6*	9.9	5.8
O=C(CCN1C(=O)/C(=C\c2ccccc2)SC1=S)Nc1ccc(C(=O)O)cc1	-3.5	2.1	10.1	3.4	0.7	-5.6	11.1	-4.5
Cc1ccccc1N1CCN(S(=O)(=O)Cc2ccccc2)CC1	-6.0	16.3	1.1	-3.2	1.0	6.2	-1.2	-1.1
COc1ccc(S(=O)(=O)N2CCOC2CNC(=O)C(=O)NCCN2CCOCC2)cc1C (stereo unspecified)	-9.4	1.4	6.9	-6.6	0.5	5.0	-1.4	3.1
Cc1cc(C(=O)C(C)Sc2cccc[n+]2[O-])c(C)n1-c1ccc(Cl)cc1 (stereo unspecified)	-11.1	-6.2	-5.6	2.4	-6.0	-10.1	-14.5	-1.2
CCOc1ccc(NC(=O)CC2C(=O)N(CC)C(=S)N2CCNC(C)=O)cc1 (stereo unspecified)	3.6	0.3	3.6	3.5	2.0	-0.5	11.8	4.6
CCCCCOc1ccc(NC(=O)CCCC(=O)O)cc1	-1.8	-4.7	16.2	1.1	1.6	2.6	-2.4	-0.2
O=C(O)C1C2C=CC(O2)C1C(=O)NCCc1cccc(Cl)c1 (stereo unspecified)	-4.1	0.3	6.3	-2.5	3.6	-13.7	-25.6	-4.1
CCN(CC)S(=O)(=O)c1ccc(NC2c3ccccc3C(=O)N2Cc2ccc3c(c2)OCO3)cc1 (stereo unspecified)	-1.8	5.9	16.7	0.5	1.5	6.5	-4.4	4.0
CCc1ccc2c(CN3CCOCC3)cc(=O)oc2c1	-11.1	9.8	22.0	-8.7	1.4	-0.7	-15.1	-0.4
CCOC(=O)c1ccc(NC(=O)NCc2ccccn2)cc1	-2.3	10.7	5.0	-7.6	1.6	5.5	-9.5	2.6
O=S1(=O)CCO[C@H]2Cc3ccccc3[C@H]2N1Cc1ccccc1F	-9.6	2.9	11.0	-5.3	2.1	3.1	-10.8	-3.8
CCN1C(=O)[C@H]2[C@@H](c3ccc(C)cc3)N3C(=O)N(c4ccc(C)cc4)C(=O)[C@@]3(Cc3ccc(Cl)cc3)[C@H]2C1=O	-13.1	17.4	19.8	-5.0	0.4	-2.7	-14.2	-6.6
Cc1c(C2C(C#N)=C(N)OC3=C2C(=O)CCC3)cnn1C (stereo unspecified)	-5.2	-6.7	6.5	-4.3	-1.8	-10.7	-11.0	-11.3
CCn1c(=S)sc2c(=O)n(-c3ccccc3)c(SC)nc21	-3.9	-4.8	13.2	0.0	-0.1	3.5	-8.9	-1.5
O=C(/C=C/c1ccc(Cl)c(Cl)c1)n1cccn1	-4.3	-2.4	7.5	-1.0	3.5	8.1	-25.6	-11.2
CCN(CC)CCCN(Cc1cc2ccc(C)c(C)c2[nH]c1=O)C(=O)NC1CCCCC1	0.4	-3.7	-56.8	7.9	-0.9	0.8	5.2	-0.1
CC(C)COc1ccc(C(=O)Nc2ccc(N3CCOCC3)cc2N2CCOCC2)cc1	-3.1	22.4	7.4	4.1	2.7	3.3	-7.2	0.9
CCc1ccccc1N(CC(=O)NC1CCCCC1)C(=O)CNC(=O)c1ccco1	-3.5	3.7	6.6	5.5	2.7	2.4	-7.6	3.6
CC(=O)N(C1=C(N)C(=O)c2ccccc2C1=O)C(C)C	-2.5	35.3	35.0	8.8	0.7	-36.2	25.8	-0.8
CN(CC(=O)NC(=O)Nc1ccccc1F)Cc1ccccc1F	-4.7	6.0	16.0	-3.6	2.2	-6.7	-4.5	-8.1
CC1CC(C)CN(C(=O)C(Cc2ccccc2)NC(=O)c2ccccc2)C1 (stereo unspecified)	1.6	22.0	9.1	-7.1	-0.3	5.7	-9.2	-11.6
COC(=O)CSc1nccc(C)n1	-4.3	-5.7	9.7	-1.8	3.3	8.3	5.2	5.0
O=C(c1nc2ccc(Cl)cn2c1CN1CCC[C@H]1CO)N1CCCCCCC1	-5.9	-5.8	-26.3	-9.6	-109.1	0.6	-2.9	2.3
COc1cc(C(=O)N2CCC(NC(=O)C(Cc3ccc(C(C)C)cc3)NC(C)=O)CC2)cc(OC)c1OC (stereo unspecified)	-1.8	6.8	19.8	-0.8	-0.5	2.8	6.7	5.2
CCCC(=O)Nc1ccc2c(c1)C(=O)N(CCC(=O)O)C2=O	-0.7	-4.8	-283.6	5.2	1.3	8.3	-1.0	-3.8
CC(=O)C(Cc1ccccc1)NC(=O)CN(C)Cc1ccccc1Cl (stereo unspecified)	3.5	18.8	5.4	7.4	-4.0	3.9	13.8	7.7
Cc1cccc(NC(=S)NC(NC(=O)c2ccco2)C(Cl)(Cl)Cl)c1 (stereo unspecified)	-8.3	20.4	28.7	-10.7	-2.9	-9.5	-6.5	-10.7
CCOC(=O)c1ccc(S(=O)(=O)N2CCC(C(=O)Nc3nnc(C)o3)CC2)cc1	-9.8	1.9	1.0	-10.3	0.7	-2.6	-17.6	-7.4
O=C(NCc1ccc(S(=O)(=O)NC2CCCCC2)s1)c1ccccc1	-2.2	-2.1	18.8	-0.3	0.9	1.6	2.6	3.1
CC(C)Cn1c(SCC(=O)Nc2ncccn2)nc2ccccc21	0.5	4.9	-15.8	0.6	-5.3	-5.0	-14.9	-1.4
C=CCn1c(CSc2nc3ccccc3s2)nnc1SCC(=O)OCC	-5.1	11.4	12.0	-1.5	-0.4	5.0	-27.7	0.5
O=C(CN1C(=O)S/C(=C\c2ccccc2)C1=O)NNC(=O)c1ccccc1O	-0.1	1.9	-325.3	1.4	0.7	-15.0	-7.3	11.0

An excerpt from above in order of molecular weight, low to high.
SMILES	A3G deaminase	Apaf1 inhib	SENP8 block-1	SENP7 inh	SENP1 FRET inh	UBC13 inh	SENP6 inh	SENP8 block-2
Cc1c(Cl)cccc1NC(=O)N1CCCC1	-4.7	-7.8	14.5	2.0	1.5	8.8	-2.8	-6.1
CC(=O)C(Cc1ccccc1)NC(=O)CN(C)Cc1ccccc1Cl (stereo unspecified)	3.5	18.8	5.4	7.4	-4.0	3.9	13.8	7.7
CC(C)COc1ccc(C(=O)Nc2ccc(N3CCOCC3)cc2N2CCOCC2)cc1	-3.1	22.4	7.4	4.1	2.7	3.3	-7.2	0.9

Three of the entries above in order of the SENP6 inh value, largest number first:
mol,A3G deaminase,SENP7 inh,SENP1 FRET inh,UBC13 inh,SENP6 inh
COc1cc(/C=N/NC(=O)Cc2nnc(NC(=O)c3ccccc3)s2)ccc1O,-7.1,-1.3,-6.0,0.4,0.7
CCN(CC)S(=O)(=O)c1ccc(NC2c3ccccc3C(=O)N2Cc2ccc3c(c2)OCO3)cc1 (stereo unspecified),-1.8,0.5,1.5,6.5,-4.4
CCOc1ccccc1NC(=O)c1cnc(NS(=O)(=O)c2ccccc2)nc1,-11.2,-0.7,0.2,4.0,-14.6
